OX1R antag-1: blocks the human orexin 1 receptor | O43613 | OX1R-expressing cells, FRET antagonist read-out | inhibition, % at 6.6 µM | 1.8% of 330,000 active | AID 485270; in the data active = inhibition mostly above about 38%, no sharp cut-off; inactive = mostly below about 40%;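 note: 0% = agonist challenge alone and 100% = reference antagonist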
Target sequence (O43613 whole entry, looked up): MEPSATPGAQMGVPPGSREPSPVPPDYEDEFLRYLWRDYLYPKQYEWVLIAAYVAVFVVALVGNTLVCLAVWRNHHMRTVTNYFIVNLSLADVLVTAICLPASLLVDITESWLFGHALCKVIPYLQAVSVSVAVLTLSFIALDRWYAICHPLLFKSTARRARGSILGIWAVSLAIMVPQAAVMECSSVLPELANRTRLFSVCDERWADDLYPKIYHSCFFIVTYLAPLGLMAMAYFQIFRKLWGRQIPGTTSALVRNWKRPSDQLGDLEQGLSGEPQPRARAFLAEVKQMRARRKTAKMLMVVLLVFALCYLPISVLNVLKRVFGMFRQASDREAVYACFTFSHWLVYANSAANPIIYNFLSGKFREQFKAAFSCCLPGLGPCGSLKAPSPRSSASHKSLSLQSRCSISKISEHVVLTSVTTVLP
OX1R antag-2: antagonists of human orexin 1 receptor; 0.43% of 330,000 active; CHO/OX1R cells, Fluo-8 calcium fluorescence, orexin A; AID 434989; inhibition, % at 5 µM; O43613;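 active = inhibition above its plate's threshold, mean inhibition of all tested compounds on the plate plus 3 SD, cut at about 37% in these data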;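 note: 0% = orexin A challenge wells and 100% = SB-334867-A antagonist wells; not every result past the cut was called active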
STK33 kinase inh: inhibitors of human STK33 kinase | 0.073% of 320,000 active | inhibition, % at 10 µM | purified STK33, MBP phosphorylation, ADP-Glo luminescence | Q9BYT3;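 active = inhibition at or above 25%, using the most active replicate where run in duplicate; inactive = inhibition below 25%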
Target sequence (Q9BYT3 whole entry, looked up): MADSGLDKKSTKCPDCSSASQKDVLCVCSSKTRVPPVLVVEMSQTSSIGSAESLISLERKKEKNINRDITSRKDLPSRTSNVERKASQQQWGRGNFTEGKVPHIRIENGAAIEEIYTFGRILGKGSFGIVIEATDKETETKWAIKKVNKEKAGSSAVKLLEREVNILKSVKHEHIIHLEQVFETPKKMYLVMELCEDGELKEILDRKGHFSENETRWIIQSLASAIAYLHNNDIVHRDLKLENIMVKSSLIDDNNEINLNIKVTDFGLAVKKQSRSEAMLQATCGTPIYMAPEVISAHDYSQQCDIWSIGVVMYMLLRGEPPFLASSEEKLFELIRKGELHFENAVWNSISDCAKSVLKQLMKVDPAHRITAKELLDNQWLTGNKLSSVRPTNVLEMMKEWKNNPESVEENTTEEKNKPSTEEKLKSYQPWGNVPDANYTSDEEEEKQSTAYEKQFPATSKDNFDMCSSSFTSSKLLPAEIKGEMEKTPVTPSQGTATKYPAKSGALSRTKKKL
* = called active by the depositor.

OX1R antag-1	OX1R antag-2	STK33 kinase inh	SMILES
30.1	-22.2	-0.2	CCOC(=O)c1cc2sccc2n1CCCN1C(=O)c2ccccc2C1=O
-2.2	-21.1	1.3	CC1CCN(CCCCOc2ccccc2F)CC1
17.2	-11.8	-0.9	CN1CCc2c(sc3nc(SCC(=O)N4CCOCC4)n(-c4ccc(Cl)cc4)c(=O)c23)C1
3.1	-2.0	0.1	O=C(CC1SC(=Nc2ccc(O)cc2)NC1=O)Nc1ccccc1 (configuration not stated)
-6.3	-6.2	0.3	O=C(c1ccc(Cl)cc1)N1CCN(c2ncccn2)CC1
9.3	-9.0	-0.5	OCC[C@H]1C[C@H](O)[C@@H](O)[C@]2(CCCO2)O1
11.2	-7.2	-0.4	CCSC1=C(C#N)C(c2ccc(C)o2)CC(=O)N1 (configuration not stated)
24.4	11.8	-0.7	Cc1noc(C)c1S(=O)(=O)Nc1ccc(C(=O)N2CCC(C)CC2)cc1
49.6	-23.2	-0.8	Cc1ccc(-n2ncc3c2CCCC3NC(=O)c2csnn2)cc1C (configuration not stated)
13.5	27.1	4.8	O=C(NN1C(=O)/C(=C/c2ccc(O)c(O)c2)SC1=S)c1ccccc1
21.6	-10.7	0.3	COC(C(=O)Nc1cccc([N+](=O)[O-])c1)c1ccccc1 (configuration not stated)
25.8	-16.4	0.8	CCCCC1=CC2=CC(=O)C(C)(OC(=O)CC)C(=O)C2=CN1C1CCCC1 (configuration not stated)
-1.8	-12.1	-2.0	O=C(Nc1ccc(F)cc1)Nc1ccc(Oc2ncnc3cc(Cl)ccc23)nc1
17.4	-25.0	-1.2	CC[C@@]12C(=O)N(c3ccc(OC)cc3)C(=O)N1[C@H](c1ccc(Cl)cc1)[C@@H]1C(=O)N(C3CCCCC3)C(=O)[C@@H]12
9.4	-12.1	0.0	O=C(c1cc2c(s1)CCC2)N1CCN(c2ccccc2)CC1
4.2	-0.7	-1.7	O=C(CSc1ncnc2c1cnn2CCO)Nc1cccc(C(F)(F)F)c1
1.9	8.7	2.2	CC1CCC(NC(=O)C2CC(=O)N(c3ccc4c(c3)OCCO4)C2)CC1 (configuration not stated)
21.3	-20.4	-2.4	Cc1cc(C(=O)C(C)OC(=O)C2=NNC(=O)CC2)c(C)n1-c1ccc(OC(F)F)cc1 (configuration not stated)
9.0	-19.0	-1.4	CCCN1CCN(C(=O)CCCNC(=O)c2ccc(Cl)cc2)CC1
-1.7	-38.0	-0.3	COc1ccc(N2CCN(CCC(=O)c3ccc4ccccc4c3)CC2)cc1
8.5	-36.4	3.7	CC(=O)c1ccc(N2CCN(S(=O)(=O)c3c(C(=O)N4CCCCC4)c(C)n(C)c3C)CC2)cc1
3.9	-14.9	0.6	COc1ccccc1N1CCN(CC(=O)Nc2nc(C)c(C(=O)N(C)C)s2)CC1
18.6	-21.0	0.6	COc1cc(OC)c(OC)cc1/C=N/NC(=O)c1cccc(S(=O)(=O)N2CCOCC2)c1
171.3*	-26.5	0.5	O=S(=O)(Nc1nc2ccccc2nc1NCc1ccco1)c1ccc(F)cc1
28.0	-45.2	-0.8	CCOC(=O)C1C(=O)C=C(c2ccc(C)cc2)CC1c1ccccc1 (configuration not stated)
18.9	14.0	0.0	Cc1cc(C(=O)COC(=O)c2ccc(NC(=O)CC#N)cc2)c(C)n1-c1ccc(OC(F)F)cc1
15.6	-35.9	0.0	CC1CC(C)CN(CCCNC(=O)CN2C(=O)c3cccnc3Oc3ccc(Cl)cc32)C1 (configuration not stated)
18.1	-23.8	-0.7	Cc1ccc(CNC(=O)C(=O)NCC2OCCCN2S(=O)(=O)c2ccc(F)cc2)cc1 (configuration not stated)
6.3	-17.6	-1.0	COC(=O)c1ccccc1NC(=O)c1ccc(F)cc1
5.9	-18.3	0.8	COc1ccc(-c2nc(C#N)c(NCCN(C)C)o2)cc1

Among those listed so far, these have a thiophene ring, fused or not.
OX1R antag-1	OX1R antag-2	STK33 kinase inh	SMILES
30.1	-22.2	-0.2	CCOC(=O)c1cc2sccc2n1CCCN1C(=O)c2ccccc2C1=O
17.2	-11.8	-0.9	CN1CCc2c(sc3nc(SCC(=O)N4CCOCC4)n(-c4ccc(Cl)cc4)c(=O)c23)C1
9.4	-12.1	0.0	O=C(c1cc2c(s1)CCC2)N1CCN(c2ccccc2)CC1

Three records picked at random from those above, as already listed:
OX1R antag-1	OX1R antag-2	STK33 kinase inh	SMILES
24.4	11.8	-0.7	Cc1noc(C)c1S(=O)(=O)Nc1ccc(C(=O)N2CCC(C)CC2)cc1
49.6	-23.2	-0.8	Cc1ccc(-n2ncc3c2CCCC3NC(=O)c2csnn2)cc1C (configuration not stated)
17.4	-25.0	-1.2	CC[C@@]12C(=O)N(c3ccc(OC)cc3)C(=O)N1[C@H](c1ccc(Cl)cc1)[C@@H]1C(=O)N(C3CCCCC3)C(=O)[C@@H]12

New compounds follow
OX1R antag-1	OX1R antag-2	STK33 kinase inh	SMILES
25.5	15.8	-0.5	CSc1ccccc1OCc1cc(C(=O)NCCCn2nc(C)cc2C)no1
5.5	-30.6	-1.1	COc1ccccc1NC(=O)c1cccc(S(=O)(=O)N2CCOCC2)c1
2.2	22.4	-2.0	COc1ccc(CNC(=O)CN(c2cccc(OC)c2)S(C)(=O)=O)cc1
1.7	-4.4	-0.7	CC(=O)Nc1ccc(S(=O)(=O)Nc2cccc(-c3nc4cc(C)ccc4o3)c2)cc1
7.9	-13.6	-0.5	O=C(NCc1cccs1)C1CC(=O)N(c2ccccc2)C1 (configuration not stated)
13.9	-21.0	-3.3	O=C(CN1CCCCC1)Nc1ccc(F)c(Cl)c1
16.2	-7.6	-0.1	O=C(CSc1cccc[n+]1[O-])N1CCCc2ccccc21
3.6	-20.6	0.5	CSc1ncccc1C(=O)OCC(=O)c1cccs1
28.1	-6.5	-1.1	CCn1cnc2c1c(=O)n(Cc1cccc(Br)c1)c(=O)n2Cc1ccccc1
11.0	3.0	-1.1	CCCCCC[C@@H]([C@@H](C)O)n1cnc2c(N)ncnc21
1.2	-33.6	-0.2	CCN(C(=O)c1cccc(S(=O)(=O)N2CCc3ccccc32)c1)C1CCS(=O)(=O)C1 (configuration not stated)
22.4	-12.3	-2.4	O=C(COC(=O)Cc1ccc2c(c1)OCCO2)Nc1ccc(S(=O)(=O)N2CCCC2)cc1
7.0	-7.9	-0.4	COc1ccc(S(=O)(=O)CCC(=O)Nc2ccc(OC)cc2OC)cc1
6.2	8.1	0.0	CC(=O)c1ccc(NC(=O)CSc2nnc(Cn3cnc4ccccc43)o2)cc1
1.5	-17.5	-0.4	CCOc1ccc(C(=O)N(CC)CC(=O)Nc2ccc3c(c2)OCCO3)cc1
12.1	-10.7	-0.9	COCC(=O)Nc1ccc(OC)c(Cl)c1
1.4	-12.1	-0.1	COc1cc(F)c(C2=CC(=O)C[C@H](c3ccc4c(c3)OCO4)C2)cc1F
30.9	-14.6	-1.4	COc1ccc(C(=O)NC2CCCc3c2cnn3-c2ccccc2F)o1 (configuration not stated)
10.4	-11.4	-0.2	Cc1ccnc(NC(=O)Cc2ccc([N+](=O)[O-])cc2)c1
-6.5	-12.5	0.7	CC(=O)Oc1cccc(N2C(=O)C3C4C=CC(CC4)C3C2=O)c1 (configuration not stated)
8.7	-30.4	-0.3	CN1CCc2c(c3ccccc3n2Cc2ccccc2)C1
14.0	-23.4	0.3	CC(=O)c1c(Cl)nc2cccc3c2c1-c1ccccc1C3=O
24.7	6.0	0.8	CCC1(CC)NC(=O)N(CC(=O)NCc2ccc3c(c2)OCO3)C1=O
37.3	-4.3	0.6	COCCNc1oc(COc2cccc(C)c2)nc1C#N
5.7	-34.4	0.1	Cc1cc(Cl)ccc1NC(=S)N(CCCN1CCOCC1)Cc1cccs1
1.5	-11.1	-0.8	CC(=O)Nc1ccc(C(C#N)c2ccccc2)cc1 (configuration not stated)
11.5	-36.3	0.0	Cn1c(CN2CCCCC2)nc2cc(NC(=O)c3ccccc3)ccc21
11.4	-1.5	-0.3	CN(C1=NC(=O)C(CC(=O)O)S1)c1ccc(O)cc1 (configuration not stated)
17.1	-14.1	-1.7	CCOc1ccc(NC(=O)CCCOc2cc(=O)n(C)c3ccccc23)cc1
15.8	-21.4	0.0	Nc1ccc(-c2cc(N)n(-c3ccccc3)n2)cc1
15.6	-16.8	-0.3	COc1ccc(N2C(=O)c3ccc(C(=O)Nc4cc(OC)ccc4OC)cc3C2=O)cc1
3.9	-9.6	-0.4	CSCCC(NC(=O)c1ccco1)C(=O)N1CCN(Cc2ccccc2)CC1 (configuration not stated)
8.7	-3.0	0.4	Cc1cccc(N2CCN(C(=O)c3cccc(N4CCCC4=O)c3)C(C)C2)c1 (configuration not stated)
-2.3	-8.3	2.6	CCCCOC(=O)c1ccc(NC(c2ccc(C)cc2)P(=O)(OC)OC)cc1 (configuration not stated)
15.5	-4.1	-0.2	CCCS(=O)(=O)N1CCC(C(=O)N2CCCC2)CC1
4.5	-3.4	-0.9	Fc1cccc(NCc2ccoc2)c1
4.9	-0.5	-1.2	CCCC(=O)Nc1ccc(NC(=O)Cc2ccccc2)cn1
6.5	-7.6	-0.7	Cc1ccc(C(=O)N/C(=C\c2ccco2)C(=O)NCCN2CCOCC2)cc1C
34.0	-28.1	0.4	CC(C)Cn1c(N)c(C(=O)COC(=O)c2ccc(Cl)cc2)c(=O)n(C)c1=O
3.6	-14.5	-1.0	CN(NC1OC(=O)c2ccccc21)c1ccc(Cl)cc1[N+](=O)[O-] (configuration not stated)
5.8	-3.9	-1.0	COC(CNC(=O)c1c[nH]c2ccc(S(=O)(=O)N3CCOCC3)cc2c1=O)OC
5.4	-17.1	0.2	O=C(c1ccc(Cn2cc(Cl)cn2)cc1)N1CCN(c2ccccc2)CC1
96.4*	-14.8	2.8	O=C(NCc1ccco1)Nc1ccc2nsnc2c1
-14.8	-10.1	-0.8	Cc1cccc(C(=O)Nc2ccc(S(=O)(=O)Nc3nc(C)cc(C)n3)cc2)c1
45.5	-5.7	6.2	O=C1c2ccccc2C(=O)C1c1nccc2ccccc12
29.9	-2.3	-1.1	Cc1[nH]c2ccccc2c1C(=O)CN1CCCC1
18.4	-6.2	-1.6	CNC(=O)NC(=O)COC(=O)/C=C/c1cccc(Br)c1
28.2	-14.2	-0.4	Cc1ccc(CCNC(=O)CS(=O)Cc2nc(-c3cccs3)oc2C)cc1 (configuration not stated)
12.0	-26.5	6.2	Cc1nnc(N/N=C/C2CC=CCC2)[nH]c1=O (configuration not stated)
20.7	-7.8	-1.5	O=C(Nc1ccc(F)cc1F)Nc1csc2ccccc12
18.6	-36.0	0.2	CCCCOc1cccc(/C=C(\C#N)C(=O)NC2CC2)c1
-1.2	-4.3	-1.2	COc1ccc(N2CCN(C(=O)CCNC(=O)c3ccc(C(C)(C)C)cc3)CC2)cc1
24.4	-39.1	-1.3	CSc1cc(-c2ccc(Cl)cc2)c(C(=O)N2CCCC2)s1
0.4	-16.6	-1.2	CSc1ccccc1C(=O)N1CCC(CCC(=O)NC2CC2)CC1
10.4	2.7	-1.7	CCOP(=O)(OCC)C(NC(C)=O)C(=O)c1ccccc1 (configuration not stated)
-0.8	-17.4	-0.3	COc1ccc(-c2cn[nH]c2-c2ccc(OCC(=O)NN)cc2O)cc1OC
35.3	-16.3	-1.1	Cn1c(=O)c2c(nc(N3CCCCC3)n2CCNC2=NCCC2)n(C)c1=O
-2.3	-18.4	0.0	CCC(C)[C@H](NC(=O)[C@@H]1Cc2c([nH]c3ccccc23)C2c3ccccc3C(=O)N21)C(=O)N1CCC[C@@H]1C(=O)O (some centres not stated)
4.8	-31.0	-0.9	CCOC(=O)[C@H]1[C@H]2COc3ccc(Br)cc3[C@@H]2N2C(=O)c3ccc(Cl)cc3NC(=O)[C@@]12C
2.4	-6.7	-0.9	CC1CC(C)CN(C(=O)C(C)N2CCN(S(=O)(=O)c3ccccc3F)CC2)C1 (configuration not stated)

(continued)
OX1R antag-1	OX1R antag-2	STK33 kinase inh	SMILES
3.7	-20.2	-0.2	COc1ccc(OC)c(NC(=O)COC(=O)CN2C(=O)NC3(CCCC3)C2=O)c1
14.5	-25.2	-2.3	Cc1ccc(NC(=O)CN2C(=O)COc3ccc(S(=O)(=O)N4CCCC4)cc32)cc1C
0.6	-9.4	-1.9	CCSc1nnc(SCC(=O)NC2CCCCC2)s1
7.2	-14.7	-1.4	CCOC(=O)CNC(=O)CSc1nc(N)cc(N)n1
20.6	-30.4	-0.7	O=C(c1ccc2c(c1)OCCO2)C1CCN(C(=O)Nc2ccccc2F)CC1
7.3	9.9	-0.3	CCN(CC)c1ccc(-c2n[nH]c(=S)n2-c2ccccc2C)cc1
11.2	-7.2	0.3	CC(C)OC(=O)CSc1nnc(-c2ccc(Cl)cc2Cl)n1N
8.0	-15.9	4.0	Cc1cccc(NC(=O)C2CCN(c3nccc(C)n3)CC2)c1
11.0	-22.9	-0.7	COc1ccc(N2CCN(CC(=O)c3ccc(O)c(C)c3O)CC2)cc1
6.7	-3.1	-0.2	CCCc1cc(=O)oc2cc(OCC(=O)NCC3CCC(C(=O)O)CC3)ccc12 (configuration not stated)
7.5	-15.1	-0.5	NC(=O)c1nsc(C(=O)N(c2cccc(F)c2)C(C(=O)NCC2CCCO2)c2cccs2)c1N (configuration not stated)
18.5	-9.5	-0.1	C/C(N)=C(/C#N)C(=O)COC(=O)Cc1coc2ccc3ccccc3c12
3.2	-3.4	-3.6	CCOc1cc(/C=C(/NC(C)=O)C(=O)O)cc(Cl)c1OCc1cccc(Br)c1
13.2	-15.8	0.9	Cc1cccc(Cl)c1NC(=S)NCCc1ccccn1
14.5	-28.5	-0.8	CCOC(CCNC(=O)c1cc(-c2cccs2)nc2ccccc12)OCC
29.3	-23.0	-1.0	COc1cc(C(=O)NCCNC(=O)c2cc(OC)c(C)c(OC)c2)cc(OC)c1C
15.7	0.2	-1.6	CC1=CCC(Cc2nc3ccccc3o2)C1(C)C (configuration not stated)

Source: PubChem BioAssay
